# High-throughput results from PubChem.
# MT1-MMP txn act: MT1-MMP promoter reporter activation – cell-based, luciferase luminescence, primary screen; HT1080 MT1-MMP promoter luciferase reporter, overnight; stronger effect = higher value; AID 750, 2007; 86,000 tested, 0.16% active; activation factor at 10 µM;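 active = activation factor of at least 2 for MT1-MMP transcription at 10 µM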
# Candida biofilm: clotrimazole potentiators killing Candida biofilms, primary screen, with clotrimazole, Alamar Blue; C. albicans biofilm + clotrimazole; AID 834, 2007; 85,000 tested, 0.14% active; inhibition, % at 6 µM;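 active = inhibition above 20%; inactive = inhibition below 20%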;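 note: preformed 24 hr biofilms exposed to compound for 48 hr; 0% = biofilm without compound and 100% = blank killed by clotrimazole plus chlorhexidine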
# CD11b adhes enh: enhancers of CD11b/CD18 adhesion to fibrinogen, primary screen, K562 cells, luminescence | ATPlite luminescence | activation, % at 10 µM | 93,000 tested, 0.07% active;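 active = 10 µM primary screen giving 50% or more activity, confirmed by 40% or more on retest at that dose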; note: strong numbers were not always called active; reference of the scale not given here
# CD11b adhes inh: inhibitors of CD11b/CD18 adhesion to fibrinogen, primary screen, K562 cells, luminescence; inhibition, % at 10 µM; 93,000 tested, 0.54% active; Integrin beta-2 (Homo sapiens) + Integrin alpha-M (Homo sapiens), P05107+P11215; ATPlite luminescence; Mn2+ added to activate the integrin; AID 1497, 2009;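 active = primary inhibition of 50% or more at 10 µM, then 40% or more on retest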; note: some results filed as inactive read as strong as hits
# ERa coact pot: enhancers of ERα–SRC-1 coactivator binding, primary screen, biochemical, TR-FRET, ERα LBD, low estradiol | Estrogen receptor (Homo sapiens), P03372 | TR-FRET ERalpha-LBD/SRC-Cy5 coactivator binding, 2 h; 100 = basal binding, no effect | coactivator binding (% of control), % at 25.6 µM | 86,000 tested, 1.3% active | AID 639, 2007; in the data active = activity above about 200%;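 note: binding measured in presence of low estradiol as agonist stimulus; 0% = peptide alone without receptor and 100% = receptor with peptide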
# Smad3 FoxH1 inh: Smad3/FoxH1 peptide binding inhibitors, primary screen, biochemical, TR-FRET. inhibition, % at 25 µM. Mothers against decapentaplegic homolog 3 (Homo sapiens), P84022. AID 630, 2007. 88,000 tested, 0.29% active. TR-FRET Smad3/Dy647-FoxH1 peptide binding, europium anti-His;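 active = compounds that reduce the energy-transfer binding signal between the protein and its labelled peptide by more than half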;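 note: 0% = Smad3 plus labelled peptide maximal FRET and 100% = peptide-only background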
# Target sequence (P84022 whole entry, looked up): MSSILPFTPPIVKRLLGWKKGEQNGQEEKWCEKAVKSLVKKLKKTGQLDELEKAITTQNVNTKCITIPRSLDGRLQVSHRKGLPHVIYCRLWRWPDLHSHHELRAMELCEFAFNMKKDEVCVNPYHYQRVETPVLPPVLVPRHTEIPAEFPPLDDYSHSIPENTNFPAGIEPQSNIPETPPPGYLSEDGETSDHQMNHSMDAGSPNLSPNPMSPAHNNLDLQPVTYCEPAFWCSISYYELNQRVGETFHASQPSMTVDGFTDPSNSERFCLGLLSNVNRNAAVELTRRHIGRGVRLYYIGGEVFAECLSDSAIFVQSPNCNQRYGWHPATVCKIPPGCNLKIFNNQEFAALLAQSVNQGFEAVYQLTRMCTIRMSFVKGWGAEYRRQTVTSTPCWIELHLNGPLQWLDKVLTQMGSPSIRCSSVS
# sEH act: soluble epoxide hydrolase activators, primary screen, biochemical, human sEH. Bifunctional epoxide hydrolase 2 (Homo sapiens), P34913. purified human sEH enzymatic activity, activator screen. activation, % at 2 µM. 91,000 tested, 0.04% active; in the data active = activation above about 37%; note: values of inactives mirror those of a sister screen read the other way
# Target sequence (P34913 whole entry, looked up): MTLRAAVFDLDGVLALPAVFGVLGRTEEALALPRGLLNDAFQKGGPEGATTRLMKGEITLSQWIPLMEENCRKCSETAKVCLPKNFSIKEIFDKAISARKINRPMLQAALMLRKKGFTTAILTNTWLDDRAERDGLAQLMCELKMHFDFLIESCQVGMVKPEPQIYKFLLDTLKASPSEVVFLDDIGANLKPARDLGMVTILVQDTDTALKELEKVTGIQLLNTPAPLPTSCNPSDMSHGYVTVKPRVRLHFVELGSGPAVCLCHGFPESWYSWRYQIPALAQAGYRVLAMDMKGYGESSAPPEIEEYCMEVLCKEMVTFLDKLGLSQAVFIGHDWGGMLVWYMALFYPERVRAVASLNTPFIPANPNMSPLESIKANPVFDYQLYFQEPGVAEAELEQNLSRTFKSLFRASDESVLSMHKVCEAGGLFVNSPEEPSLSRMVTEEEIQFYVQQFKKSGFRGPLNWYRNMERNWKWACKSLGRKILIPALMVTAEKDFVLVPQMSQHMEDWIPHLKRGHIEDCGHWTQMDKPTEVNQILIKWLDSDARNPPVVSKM
# ERb coact inh: inhibitors of ERβ-SRC1 coactivator interaction, primary screen, biochemical, TR-FRET, ERβ LBD, SRC-1 peptide. 86,000 tested, 1.3% active. inhibition, % at 25.6 µM. TR-FRET ER-beta LBD / SRC1-Cy5 peptide binding; receptor agonist-loaded with 1 µM estradiol. Estrogen receptor beta (Homo sapiens), Q92731;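 active = compounds whose percent inhibition of the receptor-coactivator binding signal exceeds about 50% in the single-dose screen, limit read from the data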;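 note: 0% = receptor plus peptide wells without compound and 100% = peptide-only wells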
# sEH inh: soluble epoxide hydrolase inhibitors, primary screen, biochemical, human sEH; Bifunctional epoxide hydrolase 2 (Homo sapiens), P34913; recombinant human sEH enzymatic activity assay; inhibition, % at 2 µM; 91,000 tested, 0.34% active; AID 707, 2007; in the data active = inhibition above about 80%; note: values of inactives mirror those of a sister screen read the other way; many of its hits are not listed in these tables
# * = called active by the depositor; x = not tested or not shown; [ ] = another dose, or the depositor's remark.
SMILES,MT1-MMP txn act,Candida biofilm,CD11b adhes enh,CD11b adhes inh,ERa coact pot,Smad3 FoxH1 inh,sEH act,ERb coact inh,sEH inh
C=C(C)Cn1c(SCC(=O)O)nc2c1c(=O)[nH]c(=O)n2C,1,11.5,-2.5,-7.6,89.2,-2.1,-4.2,3.2,3.0
CSc1nc(C)cc(-n2ccc(=O)[nH]c2=O)n1,1.2,3.9,-0.5,3.7,110.8,11.7,x,-0.5,x
Cc1cc(C)c(C#N)c(N2CCN(Cc3ccc4c(c3)OCO4)CC2)n1,1,4.5,0.1,15.0,94.6,2.2,-0.7,1.0,1.9
CCC(Sc1ncccc1C(=O)O)C(=O)N1CCCC1 (stereo unspecified),1.1,5.5,x,x,103.8,3.3,16.0,-4.1,-16.9
CC(C)(C)OC(=O)N1CC2Cc3[nH]c(=O)ccc3C(C2)C1 (stereo unspecified),1.1,6.6,-8.8,1.5,111.5,9.1,-1.3,-17.7,5.0
CCOc1ccc2nc(NCCCNS(=O)(=O)c3ccccc3)c(C#N)cc2c1,1.2,7.4,10.1,1.8,91.7,5.4,25.4,6.8[fluorescence artefact?],-25.2
CCOC(=O)N1CCC(n2c(SCC(=O)NCc3ccco3)nc3ccsc3c2=O)CC1,1,2.4,6.9,-41.1,105.1,8.5,-5.1,7.7,6.3
CN(C)c1ccc(C2=NOC(CN3C(=O)c4ccccc4S3(=O)=O)C2)cc1 (stereo unspecified),1.8,7.6,1.8,-3.6,115.1,-10.3,x,23.1,x
O=C(c1ccco1)N1CCCN(C(=O)c2ccco2)CC1,1,3.6,4.2,-9.6,110.0,8.1,8.7,2.8[fluorescence artefact?],-8.6
COc1ccc(N2CCN(CC(=O)Nc3cc(C)on3)CC2)cc1,1.1,0.0,-4.8,9.4,82.4,-7.9,x,13.2[fluorescence artefact?],x
Nc1ccccc1SCC(=O)Nc1ccc(N2CCOCC2)cc1,1.1,6.9,-2.1,-3.1,103.3[fluorescence artefact?],-14.6,-2.3,7.4[fluorescence artefact?],3.5
COC(=O)C1=CN(C)C=C(C(=O)OC)C1c1ccccc1Cl,1.1,3.0,x,x,109.1[fluorescence artefact?],12.2,-9.4,-32.2,12.8
CCc1nn(CC(=O)N2CCN(Cc3ccc4c(c3)OCO4)CC2)c(=O)c2cc3occc3n12,1,4.1,x,x,92.0,-0.6,13.1,-25.0,-13.9
CCCCS(=O)(=O)c1sc2nc(C)cc(C)c2c1N,1.2,-5.3,1.7,-19.4,104.2[fluorescence artefact?],-12.0,-5.8,6.5[fluorescence artefact?],5.7
Cc1ccc(NCc2nnc(SCC(=O)N(Cc3ccccc3)C(C)(C)C)o2)c(C)c1,1.1,3.8,-2.2,8.9,115.7,18.9[fluorescence artefact?],1.0,-5.6,-2.3
COc1ccc(-n2nnc3c(=O)n(CC(=O)N4CCC(Cc5ccccc5)CC4)cnc32)cc1,1.2,1.7,0.4,-8.9,103.2,-7.9,x,-4.2,x
COc1ccc(-n2ncc3c(=O)n(CC(=O)N4CCCc5ccccc54)cnc32)cc1,1.1,7.5,1.8,-28.5,105.7,3.6,-13.8,8.8,12.9
Cc1[nH]n2c(=O)c3c(nc2c1-c1cccc2ccccc12)CCC3,1.2,5.1,x,x,100.2,18.2,4.5,-5.7,-4.4
CCOC(=O)C1=C(C)N=C2SC(C)C(=O)N2C1c1ccc(OC(C)=O)c(OCC)c1 (stereo unspecified),1.2,5.8,3.6,-20.8,113.3,-1.7,-3.4,-2.4,5.2
CC(C)c1ccc(NC(=O)COc2ccc(S(=O)(=O)N3CCOCC3)cc2)cc1,x,x,0.1,6.2,x,x,32.8,x,-29.2
COc1cc(C(c2sc3nc(C)nn3c2O)N2CC(C)OC(C)C2)cc(OC)c1OC (stereo unspecified),x,0.5,-0.6,5.9,109.2,-11.8[fluorescence artefact?],x,0.0,x
COc1ccccc1N(CC(O)CN1C(=O)NC(C)(C)C1=O)S(=O)(=O)c1ccc(C)cc1 (stereo unspecified),1.1,1.9,-2.5,2.9,105.7,11.4,-13.4,-7.2,13.4
O=C(Nc1cccc(C(F)(F)F)c1)C1CCCCC1,1,-2.7,-1.7,0.0,104.0[fluorescence artefact?],-14.4,-7.4,4.9,8.3
NS(=O)(=O)c1ccc(NS(=O)(=O)c2cccs2)cc1,1,8.3,9.1,-6.5,90.5,0.7,4.2,-6.5,-1.5
CCN(CC)CCNS(=O)(=O)c1ccc2[nH]cc(C(=O)O)c(=O)c2c1,x,x,-1.1,-4.2,x,x,-1.9,x,-1.1
O=C(CSc1nnc(CNC(=O)c2c(F)cccc2Cl)o1)NCc1ccc2c(c1)OCO2,x,7.4,-1.6,-5.7,112.8,-8.2,-18.0,4.8,16.5
CC1(C)Cc2ccccc2-c2nnc(-c3ccc(O)cc3)n21,1.1,8.8,3.1,1.8,125.2,3.0,x,0.2,x
CC12C(=O)N(CCC(=O)O)C(=O)C1C1C=CC2C1 (stereo unspecified),1.2,0.0,x,x,153.2,-17.3[fluorescence artefact?],-4.8,6.7,5.9
CCCN(S(=O)(=O)c1ccc(OCC)cc1)S(=O)(=O)c1cccs1,1.2,x,2.3,-8.3,85.8[fluorescence artefact?],-2.9,7.3,8.0,-8.8
CCOC(=O)c1c(C)oc2cc(Br)c(O)c(Br)c12,1.1,3.6,-3.0,23.4,92.0,-1.0,x,4.2,x
COc1ccc(-c2nc(-c3ccccc3)c(-c3cc([N+](=O)[O-])ccc3C)[nH]2)cc1OC,1.3,3.1,-1.7,4.7,85.7,9.2,-9.3,-0.1,8.4
COCCNC(=O)C1c2cc(OC)c(OC)cc2C(=O)N(C)C1c1cccnc1 (stereo unspecified),1,0.6,3.7,1.5,86.0,-4.3,-2.8,-1.3,2.4
Oc1ccc(-c2cn3c(n2)SCC3)cc1,x,-7.0,-2.1,-28.3,113.9,12.2,-0.6,67.2*[fluorescence artefact?],0.7
CCOc1ccc2cc(S(=O)(=O)N3CCN(C)CC3)ccc2c1,x,3.3,x,x,111.6,3.7,-12.6,-18.3,14.8
COC(=O)c1ccc(OCc2nc(N)nc(N3CCOCC3)n2)cc1,1,6.5,-2.2,-8.9,113.0,-0.1,x,2.9,x
COc1ccc(OC)c(C(=O)CSc2nc3ccccc3n2CC(=O)NC(C)(C)C)c1,x,x,0.2,-25.0,x,x,1.0,x,-2.8
Cc1ccc(-c2c(C)c(-c3ccc(F)cc3)nc(N)c2C#N)o1,1,6.7,1.2,-9.6,102.4,6.5,2.4,2.7,-0.9
Cc1ccc(NC(=S)NCc2cccs2)cc1,1.5,8.8,-3.7,8.8,104.6[fluorescence artefact?],-1.2,1.5,-0.1,-0.6
CC(Oc1ccc(Cl)cc1Cl)C(=O)OCn1nnc2ccccc2c1=O (stereo unspecified),1.1,0.2,-1.5,10.1,104.1,-11.0,1.6,-3.9,-7.6
CN1CCN(CCCNC(=O)c2cc3c(=O)n(C)c4ccccc4c3s2)CC1,1.2,15.2,6.0,8.3,117.2,-0.3,8.7,-10.4,-10.1

# Structures above printed as active in ERb coact inh:
SMILES	MT1-MMP txn act	CD11b adhes enh	CD11b adhes inh	ERa coact pot	Smad3 FoxH1 inh	sEH act	ERb coact inh	sEH inh
Oc1ccc(-c2cn3c(n2)SCC3)cc1	x	-2.1	-28.3	113.9	12.2	-0.6	67.2*[fluorescence artefact?]	0.7

# Next compounds follow.
SMILES,MT1-MMP txn act,Candida biofilm,CD11b adhes enh,CD11b adhes inh,ERa coact pot,Smad3 FoxH1 inh,sEH act,ERb coact inh,sEH inh
Cc1nc(SCC(=O)Nc2c(C)n(C)n(-c3ccccc3)c2=O)[nH]c(=O)c1Cc1ccccc1,1.1,2.4,-3.0,-0.4,114.2[fluorescence artefact?],7.6,6.6,-13.6,-8.7
Cc1c(C(=O)NCc2ccco2)sc2nc(-c3ccccc3)cn12,1.1,13.5,-1.5,-4.5,96.5[fluorescence artefact?],5.9,x,-4.5,x
CCOc1ccccc1CNC(=O)CCNC(=O)Cn1ccc2ccccc2c1=O,1.1,4.0,-0.6,-1.1,106.6,23.4,3.0,-4.3,-2.5
COc1ccccc1C(=O)Oc1ccc(C(C)(C)C)cc1,1.3,2.1,-2.2,16.3,101.4,2.4,-2.4,-10.5,5.2
O=C(O)c1ccc(S(=O)(=O)N2CCCCCC2)cc1,1.1,-2.0,-0.9,-23.1,87.7,2.6,-0.2,1.8,-2.8
COc1ccc(Cl)cc1Nc1nc(N)nc(C(F)(F)F)n1,1.1,10.2,x,x,72.9[fluorescence artefact?],6.1,6.0,26.5[fluorescence artefact?],-7.2
O=C(CNCCO)NC12CC3CC(CC(C3)C1)C2,1.2,5.1,-3.5,-3.0,118.3,9.1,17.2,8.0,-18.8
CCc1ccc(C(=O)NC2CCCCC2)s1,1.4,7.7,-3.3,2.1,118.6,3.2,x,-4.8,x
Cc1sc(NC(=O)c2cc3ccccc3oc2=O)c(C(=O)OC(C)C)c1-c1ccccc1,x,x,1.6,-5.3,x,x,8.4,x,-5.1
Cc1cc(=O)[nH]c(SCCCOc2ccc(F)cc2)n1,1.1,8.1,2.8,9.8,93.7,-8.6,2.2,-9.1,1.0
O=C(CCc1ccc(CCC(=O)c2cccs2)s1)c1cccs1,1.3,1.0,-2.8,39.7,95.8,4.4,x,13.5[fluorescence artefact?],x
CCOC(=O)N1CCC(NC(=O)CCN2C(=O)C3C4C=CC(C4)C3C2=O)CC1 (stereo unspecified),1.2,8.2,3.3,-22.6,112.3,-6.5,x,-3.9,x
CCSCc1nnc(SCC(=O)Nc2cccc(SC)c2)n1C,1.1,8.6,-2.7,16.1,116.9,3.6,-2.3,6.7,3.5
COc1ccc(C2Nc3ccccc3C(=O)N2Cc2ccco2)cc1CN1C(=O)c2ccccc2C1=O (stereo unspecified),1.3,5.8,6.2,1.5,94.0,0.2,x,15.8[fluorescence artefact?],x
OCCN1CCN(C(=S)c2ccc(Cl)c(Cl)c2)CC1,1.1,-2.4,-2.3,-5.4,72.5,-4.3,-9.1,-22.6[fluorescence artefact?],11.8
O=C1NCCCC1C(=O)N1CCN(C(c2ccccc2)c2ccccc2)CC1 (stereo unspecified),1.1,4.5,-1.5,-12.0,101.8[fluorescence artefact?],-5.0,x,13.4[fluorescence artefact?],x
COc1ccc(/C(O)=C2\C(=O)C(=O)N(CCN3CCOCC3)C2c2ccccc2OC)cc1 (stereo unspecified),1.2,5.1,-0.8,-8.9,104.8,-4.8,x,0.8,x
O=C(NCC1CCCO1)c1c(O)c2cccc3c2n(c1=O)CC3 (stereo unspecified),1.3,0.6,0.1,3.2,104.2,13.7,-5.8,-12.7,7.4
Cn1c(SCC(=O)Nc2nccs2)nnc1-c1ccco1,1,3.5,x,x,111.8,1.8,-5.3,-4.0,5.3

# Look-ups from the entries so far:
# In ERb coact inh, CCC(Sc1ncccc1C(=O)O)C(=O)N1CCCC1 (stereo unspecified) is entered as -4.1
# In Smad3 FoxH1 inh, CN(C)c1ccc(C2=NOC(CN3C(=O)c4ccccc4S3(=O)=O)C2)cc1 (stereo unspecified) is entered as -10.3
# In sEH inh, CCc1nn(CC(=O)N2CCN(Cc3ccc4c(c3)OCO4)CC2)c(=O)c2cc3occc3n12 is entered as -13.9

# These rows are one share of the data; count on the stated rates, not on these rows.
